USP30 block – inhibitors of human USP30 deubiquitinase; purified USP30, Ub-rhodamine cleavage fluorescence; inhibition, % at 25 µM; 47,000 compounds, 5.3% hits; AID 1645860, 2021
USP10 block – inhibitors of human USP10 deubiquitinase | Ubiquitin carboxyl-terminal hydrolase 10 (Homo sapiens), Q14694 | 47,000 compounds, 1.1% hits | AID 1645856, 2021 | purified USP10, Ub-rhodamine fluorescence, 60 min | inhibition, % at 20 µM
USP7 block – inhibitors of human USP7 deubiquitinase; Ubiquitin carboxyl-terminal hydrolase 7 (Homo sapiens), Q93009; purified USP7, Ub-rhodamine cleavage fluorescence; inhibition, % at 20 µM; 47,000 compounds, 0.3% hits; AID 1645854, 2021
OTUD3 inh – inhibitors of human OTUD3 deubiquitinase; AID 1645858, 2021; inhibition, % at 25 µM; 47,000 compounds, 0.7% hits; purified OTUD3, Ub-rhodamine fluorescence, 2 h; OTU domain-containing protein 3 (Homo sapiens), Q5T2D3
USP28 block – inhibitors of human USP28 deubiquitinase; purified USP28, Ub-rhodamine cleavage fluorescence, 30 min; inhibition, % at 25 µM; 47,000 compounds, 3% hits
USP17 block – inhibitors of human USP17 deubiquitinase. Ubiquitin carboxyl-terminal hydrolase 17-like protein 5 (Homo sapiens), A8MUK1. purified USP17, Ub-rhodamine cleavage fluorescence, 3 h. inhibition, % at 50 µM. 47,000 compounds, 6.5% hits
UCHL1 block – inhibitors of human UCHL1 deubiquitinase. Ubiquitin carboxyl-terminal hydrolase isozyme L1 (Homo sapiens), P09936. purified UCHL1, Ub-rhodamine cleavage fluorescence. inhibition, % at 20 µM. 47,000 compounds, 0.2% hits
USP8 inh – inhibitors of human USP8 deubiquitinase; purified USP8, Ub-rhodamine cleavage fluorescence, 30 min; Ubiquitin carboxyl-terminal hydrolase 8 (Homo sapiens), P40818; 47,000 compounds, 4.2% hits; inhibition, % at 20 µM
Target sequence (P40818 whole entry, looked up): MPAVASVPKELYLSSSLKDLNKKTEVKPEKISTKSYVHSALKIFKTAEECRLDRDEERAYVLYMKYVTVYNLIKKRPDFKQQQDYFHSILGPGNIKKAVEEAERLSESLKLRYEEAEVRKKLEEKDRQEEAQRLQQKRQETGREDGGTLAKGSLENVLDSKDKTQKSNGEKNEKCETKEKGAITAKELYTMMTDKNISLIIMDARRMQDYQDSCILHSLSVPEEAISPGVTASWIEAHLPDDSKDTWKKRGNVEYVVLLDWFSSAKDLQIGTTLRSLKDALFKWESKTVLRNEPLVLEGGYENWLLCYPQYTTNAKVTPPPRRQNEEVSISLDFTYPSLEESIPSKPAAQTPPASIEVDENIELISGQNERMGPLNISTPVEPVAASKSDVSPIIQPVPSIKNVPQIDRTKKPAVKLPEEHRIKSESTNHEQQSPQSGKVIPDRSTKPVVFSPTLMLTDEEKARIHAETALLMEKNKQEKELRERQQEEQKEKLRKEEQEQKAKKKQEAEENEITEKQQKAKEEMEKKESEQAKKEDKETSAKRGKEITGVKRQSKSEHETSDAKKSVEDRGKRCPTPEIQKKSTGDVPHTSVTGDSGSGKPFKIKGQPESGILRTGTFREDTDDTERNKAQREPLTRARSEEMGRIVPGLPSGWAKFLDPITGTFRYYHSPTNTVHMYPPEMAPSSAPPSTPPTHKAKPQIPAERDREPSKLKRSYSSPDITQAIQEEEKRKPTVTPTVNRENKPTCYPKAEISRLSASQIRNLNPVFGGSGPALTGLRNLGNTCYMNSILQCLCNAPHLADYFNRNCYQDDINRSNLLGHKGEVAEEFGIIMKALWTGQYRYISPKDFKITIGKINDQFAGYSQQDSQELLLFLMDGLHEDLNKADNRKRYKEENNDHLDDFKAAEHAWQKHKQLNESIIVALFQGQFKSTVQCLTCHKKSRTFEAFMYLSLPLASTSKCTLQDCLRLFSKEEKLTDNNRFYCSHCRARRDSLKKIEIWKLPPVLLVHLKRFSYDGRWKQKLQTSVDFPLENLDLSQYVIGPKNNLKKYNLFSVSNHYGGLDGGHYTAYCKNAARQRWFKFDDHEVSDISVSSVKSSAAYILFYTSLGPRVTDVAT
* marks the source's active call; other numbers are inactive results; i = inactive; . = no result given. Cut-off read from the data, not from the text of the source: active = inhibition above about 30%; inactive = the rest.

SMILES	USP30 block	USP10 block	USP7 block	OTUD3 inh	USP28 block	USP17 block	UCHL1 block	USP8 inh
COc1cccc(CNC(=O)c2ccc(Cl)c([N+](=O)[O-])c2)c1	23	0	1	19	15	-3	1	-93
Cc1cc(C)cc(NS(=O)(=O)c2ccc3c(c2)NC(=O)C(C)C(=O)N3)c1 (stereo unspecified)	-6	2	0	-6	-14	5	-1	-9
Cc1ccc(-n2nc(C)c3c2NC(=O)CC3C(=O)c2ccc3c(c2)OCO3)cc1C (stereo unspecified)	-2	2	-4	-6	-2	0	-1	-1
O=C(C1CCOCC1)N1CCCCCC1C1CCN(c2ncccn2)CC1 (stereo unspecified)	0	0	2	0	0	1	-1	0
N#Cc1cccc(NC(=O)c2[nH]nc3c2COc2ccccc2-3)c1	-76	41*	13	-9	-15	-23	1	72*
NC(=O)c1cccc(-c2cccc(C3CN(C(=O)c4ccn[nH]4)CCO3)n2)c1 (stereo unspecified)	18	1	3	10	4	16	-2	22
CC(C)(C)c1cc2n(n1)CCN(S(=O)(=O)c1ccc(F)cc1)C2	12	0	-10	7	-1	14	0	10
CC(=O)c1cccc(NC(=O)c2ccc(N3CCCCC3)nn2)c1	57*	0	1	4	18	49*	0	-14
CCC(C)NC(=O)c1cn2c3c(cccc3c1=O)CC2 (stereo unspecified)	-3	-1	-3	0	-1	4	-4	-1
O=C(N[C@@H]1C[C@@H](Oc2ccccc2)[C@H](O)[C@H]1N1CCCCC1)C1CCOCC1	3	1	2	10	4	1	0	8
Cc1cc(C)nc(N2CCC(S(=O)(=O)c3ccc(-c4ccco4)cc3)CC2)n1	-60	-2	-6	-19	-15	3	3	26
Cc1cccc(C)c1OCC(=O)Nc1onc2c1CCCC2	2	3	-2	0	-5	-11	-1	-23
O=C1CC(c2ccc(C(F)(F)F)cc2)c2c(nc(-c3ccccc3)[nH]c2=O)N1 (stereo unspecified)	14	2	15	5	5	6	-6	65*
Cc1cc(C)nc(N2CCC(N(Cc3cccnc3)C(=O)c3ccc4c(c3)OCO4)CC2)n1	-64	-5	-1	-23	-25	-24	-3	-7
NC(=O)C1CCN(C(=O)c2nnn(-c3ccccc3)n2)CC1	34*	0	5	9	14	16	3	16
Cc1ccc(CN2CCCn3nc(C(=O)NCc4ccc(C)o4)cc3C2=O)cc1	23	-1	0	8	17	18	2	14
CC(CCc1ccccc1)NC(=O)C(=O)c1cn(CC(=O)N2CCOCC2)c2ccccc12 (stereo unspecified)	50*	-2	-2	7	9	44*	4	1
N#Cc1ccccc1Cn1c(=O)n(CCCCC(=O)NCc2ccco2)c(=O)c2ccccc21	-16	6	-8	13	2	51*	1	6
O=C(NCCN1CCCC1=O)c1ccc(-n2cccn2)c(C#Cc2ccccc2)c1	-2	-2	-7	0	-5	4	0	-49
O=C(CCc1c[nH]c2ccccc12)N1CCN(S(=O)(=O)c2ccc(Cl)cc2)CC1	-4	-3	1	3	4	-3	4	0
Cc1ccccc1Cn1cccc(-c2nc(C3CC3)no2)c1=O	-2	0	3	6	38*	4	1	7
CCNC(=O)N1CCC(=O)N(C)c2ccccc2C(OC)C1 (stereo unspecified)	7	1	4	4	3	5	2	6
O=C(COC(=O)c1ccc2c(c1)OCCO2)NC1CCCC1	7	1	-1	-7	-13	-18	-2	1
COc1cc(NC(=O)c2ccco2)c(OC)cc1NC(=O)CN1CCCCC1	-31	-5	-5	2	4	5	3	1
CC(C)CCN1Cc2c(C(=O)Nc3ccccc3)ncn2-c2ccccc2S1(=O)=O	-13	1	5	-15	-11	-10	8	3
COc1cccc(C(=O)Nc2ncc3c(n2)CC(c2cccc(Cl)c2)CC3=O)c1 (stereo unspecified)	-17	0	-145	0	13	-4	-1	5
O=C(N[C@@H]1C[C@@H](Oc2cccc(F)c2)[C@H](O)[C@H]1N1CCC(O)CC1)c1ccccn1	-67	-4	0	-13	-9	-120	0	12
Cc1cccc(C(=O)Nc2nnc(-c3ccc(Cl)cc3)s2)c1	27	12	6	10	12	12	3	18
COc1ccc(NC(=O)c2ccccc2OCC(=O)Nc2ccccc2C(F)(F)F)c(C)c1	-1	5	0	1	-1	79*	-1	52*
O=C1CCCN1CCCNc1nc(C2CC2)nc2c1CCC2	-17	1	0	-5	-7	-6	0	0
C=C/C=C(\C)CCC(O)C/C=C\C=C(/C)C(O)CC/C=C/C=C\C=C/C[C@@H]1OC(=O)C=C(C)[C@@H]1C (stereo partly specified)	10	1	4	-2	0	-7	-1	3
O=C(NCc1ccc2c(c1)OCO2)C1=CCN(Cc2ccccc2)CC1	-38	-4	-2	-12	-14	-28	-5	-27
Cc1cn[nH]c1C1CCCCN1C(=O)CCc1c(C)n[nH]c1C (stereo unspecified)	0	0	2	-3	-6	3	-1	4
CCn1c(=O)c(-c2ccc(C(=O)Nc3cc(C)ccc3OC)cc2)nc2cccnc21	21	0	2	8	11	37*	-1	10
COc1ccc(-n2nnc(C(=O)Nc3ccc(F)cc3)c2C)cc1	17	6	5	12	4	50*	6	2
Cc1cc2c3c([nH]c2cc1S(=O)(=O)N(C)C1CCCCC1)CCCC3=O	-23	2	0	-1	1	49*	6	-3
CCNc1nc(NCC)n2c(SC(C(=O)Nc3cc(C)ccc3C)c3ccccc3)nnc2n1 (stereo unspecified)	2	-1	0	5	-1	-2	1	-11
O=C(c1noc2ccc(S(=O)(=O)NCc3ccccc3)cc12)N1CCCC1	4	0	3	5	6	3	4	1
Cc1nn(-c2ccc(C(=O)N3CCCCC3)cc2)c2c1C(=O)CCC2	-4	0	-8	3	1	-3	-1	0
O=C(Nc1nc2ccc(F)cc2s1)c1cccc2c(Br)cccc12	23	4	6	4	-1	33*	1	21
COc1ccc(CNC(=O)CCN2C(=O)c3cccnc3Sc3ccccc32)cc1	9	-1	3	13	16	18	0	20
CC(=O)c1ccc(N2CCN(C(=O)c3sc(N4CCCC4=O)nc3C(C)C)CC2)cc1	13	-2	3	1	0	-4	0	-33
O=C(O)[C@H](NC(=O)[C@H](Cc1ccccc1)n1c(=O)[nH]c2ccccc2c1=O)c1ccc(O)cc1	-32	-3	0	1	4	-44	-1	-127
O=C(NC1CCCC1)c1cn(Cc2ccccc2)nc1-c1cccnc1	38*	0	5	10	11	8	0	4
CCn1nc(CO)c2c1CCN(C(=O)c1ccc3c(c1)OCO3)C2	2	-2	-1	5	3	-29	0	-246
O=C(Oc1ccc(Oc2ccccc2)cc1)c1ccc([N+](=O)[O-])cc1	-12	7	-12	17	17	-7	4	-16
Cc1ccccc1-n1c2c(c(=O)[nH]c1=O)CN(C1CCCCC1)CN2	30	0	2	16	12	15	0	12
Cc1oc2nc[nH]c(=O)c2c1C(=O)NCc1ccccc1	i	-5	-18	-140	-145	-140	-24	-121
Cn1c(=O)c2c(nc(NCc3ccco3)n2CC(O)CN(Cc2ccccc2)Cc2ccccc2)n(C)c1=O (stereo unspecified)	23	9	8	12	2	-1	9	-32
O=c1c2ccccc2nc(N2CCN(Cc3ccccc3)CC2)n1-c1ccccc1	3	-1	0	-3	-13	-19	0	-9
O=C(CN1C(c2ccccc2)=CC(c2ccccc2)n2nnnc21)NC1CC1 (stereo unspecified)	-6	1	-5	1	-8	-10	-3	-4
Cc1ccc(NC(=O)C2CCN(S(C)(=O)=O)c3cc(C)ccc3O2)cc1 (stereo unspecified)	-7	9	-1	-1	-3	-7	-2	2
Cc1nn(C)c(C)c1CCC(=O)N1CCSCC1c1ccccc1 (stereo unspecified)	15	1	1	12	12	2	2	10
CNc1nc(C2CCCN(S(=O)(=O)c3cc(F)ccc3OC)C2)nc2c1CNCC2 (stereo unspecified)	-18	-1	6	-9	-16	-1	-1	1
O=C1c2ccccc2C2c3[nH]c4ccccc4c3C(c3ccc4c(c3)OCO4)CN12 (stereo unspecified)	-25	-1	-18	-1	13	33*	2	-60
CC(C)CNC(=O)N1C[C@H]2C[C@H](C(=O)NCc3ccccc3)[C@@H](C1)O2	6	4	2	8	0	-42	0	2
COC(=O)c1cc(NC/C=C/c2ccccc2)ccc1N1CCOCC1	-28	3	2	-30	-8	-15	2	-39
Cc1ccc(Cn2c(=O)c3ccccc3n3c(CCC(=O)N4CCN(c5ccccn5)CC4)nnc23)cc1	55*	18	-4	19	27	43*	-1	-21
Cn1c(=O)c2ccc(C3CN(C(=O)CC4CCCC4)CCO3)nc2n(C)c1=O (stereo unspecified)	27	0	6	14	15	10	2	11
O=C(/C=C/c1c(F)cccc1Cl)NCc1ccncc1	-28	-6	2	-18	-10	-21	-2	-32

Quoted at random: two entries already listed.
SMILES	USP30 block	USP10 block	USP7 block	OTUD3 inh	USP28 block	USP17 block	UCHL1 block	USP8 inh
O=C1c2ccccc2C2c3[nH]c4ccccc4c3C(c3ccc4c(c3)OCO4)CN12 (stereo unspecified)	-25	-1	-18	-1	13	33*	2	-60
Cc1oc2nc[nH]c(=O)c2c1C(=O)NCc1ccccc1	i	-5	-18	-140	-145	-140	-24	-121

Some of the entries so far, as comma-separated lines.
Structure,USP30 block,USP10 block,USP7 block,OTUD3 inh,USP28 block,USP17 block,UCHL1 block,USP8 inh
O=C(C1CCOCC1)N1CCCCCC1C1CCN(c2ncccn2)CC1 (stereo unspecified),0,0,2,0,0,1,-1,0
Cc1ccc(NC(=O)C2CCN(S(C)(=O)=O)c3cc(C)ccc3O2)cc1 (stereo unspecified),-7,9,-1,-1,-3,-7,-2,2
Cc1cccc(C)c1OCC(=O)Nc1onc2c1CCCC2,2,3,-2,0,-5,-11,-1,-23
C=C/C=C(\C)CCC(O)C/C=C\C=C(/C)C(O)CC/C=C/C=C\C=C/C[C@@H]1OC(=O)C=C(C)[C@@H]1C (stereo partly specified),10,1,4,-2,0,-7,-1,3
COc1ccc(NC(=O)c2ccccc2OCC(=O)Nc2ccccc2C(F)(F)F)c(C)c1,-1,5,0,1,-1,79*,-1,52*
N#Cc1cccc(NC(=O)c2[nH]nc3c2COc2ccccc2-3)c1,-76,41*,13,-9,-15,-23,1,72*
O=C(/C=C/c1c(F)cccc1Cl)NCc1ccncc1,-28,-6,2,-18,-10,-21,-2,-32

(continued)
SMILES	USP30 block	USP10 block	USP7 block	OTUD3 inh	USP28 block	USP17 block	UCHL1 block	USP8 inh
Cc1ccc(CNC(=O)CC(c2ccccc2)c2ccccc2)cc1	35*	10	3	9	15	24	3	16
CCOc1ccc(CN2CCc3nc4cc(-c5ccoc5C)[nH]n4c(=O)c3C2)cc1	i	-9	15	-88	-56	-52	-6	-64
COc1ccc(CN(C(=O)c2nc3n(n2)-c2ccccc2S(=O)(=O)N3)C2CC2)cc1	-12	14	3	5	5	11	-1	5
CN(C)C(=O)N1CCN(S(=O)(=O)Cc2ccccc2)CC2(CC(=O)N(C)C2)C1 (stereo unspecified)	-6	3	4	-8	-5	-8	2	-34
CCOC(=O)C1CCN(C(=O)C2CCN(c3c(C#N)cnc4ccc(F)cc34)CC2)CC1	-18	-2	-2	-1	0	-6	-3	0
COc1ccc(Cl)cc1Nc1ncnc2sccc12	.	-6	-36	0	.	52*	-18	-26
CCCCOc1ccc(-c2cc(C(=O)NC(C)Cc3ccccc3)c3ccccc3n2)cc1 (stereo unspecified)	20	3	3	7	7	7	0	1
COc1cc(N2CC[C@H]3[C@H]2CCN3S(=O)(=O)C2CC2)ncn1	11	-1	1	6	4	-8	-3	-4
COc1cccc(NC(=O)C2(n3cnnn3)CCCCC2)c1	0	-1	0	-2	-7	-1	-2	6
Cc1sc(NC(=O)/C=C/c2ccco2)nc1-c1ccccc1	1	4	9	3	54*	11	7	0
O=C(c1cc(-c2ccccc2)nn1-c1ccccc1)N1CCN(C(=O)C2CCCO2)CC1 (stereo unspecified)	37*	-2	1	5	14	9	4	10
COc1nc(NCCO)nc(N2CCN(c3ccc(F)cc3)CC2)n1	-10	-2	-9	-7	-4	-10	-2	-17
CC(C)CN1CC2(CCN(C(=O)c3ccn[nH]3)CC2)COc2ccccc2S1(=O)=O	-9	1	-4	-7	-8	-10	-4	-6
Nc1ccc2c(c1)nc1n2CCN(Cc2ccc3c(c2)OCO3)C1	-13	0	-3	-13	-19	23	-2	1
NC(=O)c1cccc(NS(=O)(=O)c2ccccc2)c1	-1	2	2	0	-15	-9	-3	2
Cc1ncc(-c2ccccn2)c(C2CCC(CNC(=O)CCN3CCOCC3)CC2)n1 (stereo unspecified)	11	-3	0	11	10	9	-1	10
CCN1C(=O)CCC12CCCN(S(=O)(=O)c1cccc(C)c1)CC2 (stereo unspecified)	18	3	10	11	0	-8	3	-101
Cc1ccc(S(=O)(=O)N(C)C)cc1NC(=O)Cc1ccc(Cl)c(Cl)c1	25	5	-13	10	93*	14	3	5
